Source: PubChem BioAssay
Growth percent in the NCI-60 one-dose screen (48 h, 10 µM unless noted): 100 = growth as untreated, 0 = no growth, -100 = all killed.
SNB-19 – SNB-19 CNS cancer cells; AID 1794751; actives 2.5% (n = 81,000)
U251 – U251 CNS tumor cells. actives 5.4% (n = 80,000)
SF-295 – SF-295 CNS cancer cells. AID 1794758. actives 5.6% (n = 79,000)
DU-145 – DU-145 prostate cancer; actives 4.2% (n = 81,000)
HCC-2998 – HCC-2998 colon cancer. actives 4.7% (n = 79,000). AID 1794799
SNB-75 – SNB-75 CNS cancer. actives 5% (n = 79,000). AID 1794750
PC-3 – PC-3 prostate cancer cells | actives 3.9% (n = 80,000)
SF-539 – SF-539 CNS cancer. actives 6.8% (n = 81,000). AID 1794752
SF-268 – SF-268 CNS cancer cells | actives 3.1% (n = 82,000) | AID 1794759
An asterisk follows results filed as active; . = no result given; & = joins results of further samples. Rule for the calls: active = growth percent below 10; inactive = the rest.

SMILES | SNB-19 | U251 | SF-295 | DU-145 | HCC-2998 | SNB-75 | PC-3 | SF-539 | SF-268
COc1ccc(NC(=O)Nc2ccc(OCC(=O)N=Nc3c(O)[nH]c4ccc(OC)cc34)cc2)cc1 | 64 | 46 | 103 | 105 | 60 | 85 | 97 | 57 | 79
O=C(Nc1ccccc1Br)c1ccc(Cl)cc1Cl | 107 | 102 | 91 | 105 | 107 | 98 | 95 | 103 | 103
CC(=O)[C@H]1CC[C@H]2[C@@H]3C[C@H](F)C4=CC(=O)CC[C@]4(C)[C@@]3(F)[C@@H](O)C[C@]12C | 103 | 102 | 109 | 104 | 104 | 138 | 94 | 90 | 93
C=C1OC(=O)C(=O)N1CC(=O)O | 100 | 93 | 105 | 106 | 97 | 111 | 107 | 100 | 117
c1ccc(CCCCc2ccccn2)cc1 | 100 | 108 | 105 | 115 | . | 96 | 102 | 106 | 104
COc1ccc(C(=O)NCCOc2ccc3c(c2)CCCC(=O)N3)cc1 | 95 | 104 | 103 | 107 | 120 | 92 | 112 | 100 | 100
Fc1ccc(-c2cn3ccnc3c(-c3ccc(Cl)cc3)n2)cc1 | 80 | 77 | 72 | 93 | 91 | 48 | 73 | 80 | 83
CC(=O)OCC(OC(C)=O)C(OC(C)=O)C(CNc1cc(C)c(C)cc1N=Nc1ccc([N+](=O)[O-])cc1)OC(C)=O (configuration not stated) | 99 | 87 | 99 | 94 | 99 | 84 | 51 | 96 | 93

Whole records, looked up by structure. Order of values: SNB-19	U251	SF-295	DU-145	HCC-2998	SNB-75	PC-3	SF-539	SF-268
`CC(=O)OCC(OC(C)=O)C(OC(C)=O)C(CNc1cc(C)c(C)cc1N=Nc1ccc([N+](=O)[O-])cc1)OC(C)=O` (configuration not stated) across the screens: 99	87	99	94	99	84	51	96	93
`COc1ccc(NC(=O)Nc2ccc(OCC(=O)N=Nc3c(O)[nH]c4ccc(OC)cc34)cc2)cc1` across the screens: 64	46	103	105	60	85	97	57	79
`Fc1ccc(-c2cn3ccnc3c(-c3ccc(Cl)cc3)n2)cc1` across the screens: 80	77	72	93	91	48	73	80	83

Carrying on.
SMILES | SNB-19 | U251 | SF-295 | DU-145 | HCC-2998 | SNB-75 | PC-3 | SF-539 | SF-268
Cc1ccccc1[C@H]1C(C(=O)c2ccc(Cl)cc2)C2(N[C@@H]1c1ccccc1)C(=O)Nc1ccc(Br)cc12 (some centres not stated) | 38 | -3.7* | 19 | 15 | -22* | . | -4.6* | 37 | 31
CCCSc1nc(-c2ccc(OCc3ccccc3)c(OC)c2)c(C#N)c(=O)[nH]1 | 100 | 108 | 102 | 103 | 108 | 95 | 94 | 96 | 100
COc1ccc(OC)c(C(=O)c2ccc([N+](=O)[O-])cc2)c1 | 104 | 101 | 111 | 122 | 112 | 78 | 91 | 97 | 101
C/C(=N/O)c1ccc(NC(=O)Cn2nc(C(F)(F)F)nc2N)cc1 | 99 | 88 | 101 | 111 | 102 | 85 | 79 | 97 | 98
COC(=O)C(CC=O)C(=O)C(=O)Nc1cccc(C(F)(F)F)c1 (configuration not stated) | 102 | 79 | 110 | 110 | 97 | 93 | 96 | 100 | 95
O=[N+]([O-])c1ccc2[nH]c(=S)sc2c1 | 99 | 91 | 89 | 97 | 96 | 80 | 86 | 107 | 95
COC(=O)[C@@H]1CCCN1C(=O)C1=C(C)NC(=S)NC1c1cc(OC)c(OC)c(OC)c1 (some centres not stated) | 109 | 108 | 115 | 113 | 119 | 77 | 90 | 106 | 104
O=C(/C=C/C=C/c1ccccc1)c1ccccc1 | 96&89 | 72&90 | 102&111 | 108&107 | 108 | 108&89 | 78&105 | 96&107 | 106&102

Molecules above with four or more nitrogen atoms (three):
SMILES | SNB-19 | U251 | SF-295 | DU-145 | HCC-2998 | SNB-75 | PC-3 | SF-539 | SF-268
COc1ccc(NC(=O)Nc2ccc(OCC(=O)N=Nc3c(O)[nH]c4ccc(OC)cc34)cc2)cc1 | 64 | 46 | 103 | 105 | 60 | 85 | 97 | 57 | 79
CC(=O)OCC(OC(C)=O)C(OC(C)=O)C(CNc1cc(C)c(C)cc1N=Nc1ccc([N+](=O)[O-])cc1)OC(C)=O (configuration not stated) | 99 | 87 | 99 | 94 | 99 | 84 | 51 | 96 | 93
C/C(=N/O)c1ccc(NC(=O)Cn2nc(C(F)(F)F)nc2N)cc1 | 99 | 88 | 101 | 111 | 102 | 85 | 79 | 97 | 98

(further entries)
SMILES | SNB-19 | U251 | SF-295 | DU-145 | HCC-2998 | SNB-75 | PC-3 | SF-539 | SF-268
COC(=O)c1nc(-c2ccccc2)oc1N1CCCCC1 | 93 | 94 | 97 | 101 | 108 | 82 | 94 | 96 | 91
COc1cc(/C=C2\CCOC2=O)cc(OC)c1OC | . | 105 | 101 | 106 | 125 | 90 | . | 107 | 101
CCN1CCN(C(=O)[C@]23CC[C@@H](C)[C@H](C)[C@H]2C2=CC[C@@H]4[C@@]5(C)C/C(=C/c6cc(C(F)(F)F)cc(C(F)(F)F)c6)C(=O)C(C)(C)[C@@H]5CC[C@@]4(C)[C@]2(C)CC3)CC1 | 95 | 88 | 106 | 105 | 108 | 78 | 80 | 99 | 91
Cn1c2ccccc2c2nnc(N/N=C/c3ccccn3)nc21 | 26 | 14 | -25* | 14 | 35 | 31 | 28 | -36* | 6.7*
CC1=C(C)C(=O)C(Nc2cccc(C(F)(F)F)c2)=C(Cl)C1=O | 92 | 79 | 96 | 100 | . | 66 | 64 | 93 | 94
Cc1ccc(Cc2cnc(-n3nnc(C(=O)O)c3C)s2)cc1 | 95 | 93 | 103 | 105 | 105 | 93 | 96 | 102 | 103
CC(c1cc2ccccc2s1)N(O)C(N)=O (configuration not stated) | 100 | 91 | 118 | . | 111 | 88 | 98 | 94 | 99
COC(=O)CN(C(C)=O)c1ccccc1C(=O)OC | 97 | 96 | 98 | 112 | 101 | 94 | 88 | 106 | 105

Quoted at random: three records from the list.
SMILES | SNB-19 | U251 | SF-295 | DU-145 | HCC-2998 | SNB-75 | PC-3 | SF-539 | SF-268
COC(=O)c1nc(-c2ccccc2)oc1N1CCCCC1 | 93 | 94 | 97 | 101 | 108 | 82 | 94 | 96 | 91
O=C(/C=C/C=C/c1ccccc1)c1ccccc1 | 96&89 | 72&90 | 102&111 | 108&107 | 108 | 108&89 | 78&105 | 96&107 | 106&102
C=C1OC(=O)C(=O)N1CC(=O)O | 100 | 93 | 105 | 106 | 97 | 111 | 107 | 100 | 117

Additional structures follow.
SMILES | SNB-19 | U251 | SF-295 | DU-145 | HCC-2998 | SNB-75 | PC-3 | SF-539 | SF-268
CN1CCN(Cc2ccc(NC(=O)c3cncc(C#Cc4cnc5ccc(N6CCN(C)CC6)nn45)c3)cc2C(F)(F)F)CC1 | -29* | -97* | -78* | -94* | 55 | -69* | -19* | -98* | -51*
COc1cc2nc(N3CCC[C@@H](NC(=O)c4ccco4)C3)nc(N)c2cc1OC | 90 | 58 | 50 | 103 | 97 | 93 | 41 | 98 | 92
O=C1/C(=C/c2cccc(OCc3ccc(Cl)cc3Cl)c2)N=C2OCCCN12 | 97 | 87 | 95 | 109 | 96 | 115 | 101 | 104 | 97
CCN(CC)CCC(C)O (configuration not stated) | 101 | 104 | 102 | 113 | . | 95 | 97 | 96 | 111
N#Cc1ccc(N)cc1OCCCN1CCCCC1 | 100 | 102 | 115 | 106 | 115 | 96 | 95 | 100 | 96
O=C(NC(=S)N1CCOCC1)c1ccccc1 | 103 | . | 96 | 93 | 111 | 68 | 99 | 113 | 104
COc1ccc(-c2nc3sccn3c2-c2ccnc(NCCCNS(=O)(=O)c3ccc(OC)cc3)n2)cc1 | 84 | 60 | 55 | 54 | 76 | 91 | 61 | 74 | 57
CN1CCC(NC(=O)Nc2ncccc2OCc2ccccc2)CC1 | 93 | 88 | 110 | 102 | 103 | 110 | 86 | 101 | 106
O=C1NC(=O)C(=Cc2ccc(OCC(=O)N3CCCCC3)cc2)C(=O)N1 | 101 | 105 | 102 | 118 | 111 | 104 | 102 | 97 | 104
O=C(CCCl)OCCOc1ccccc1 | 108 | 100 | 105 | 101 | 108 | 96 | 96 | 96 | 95
O=C1N=CC2(N=N2)C(=O)N1 | 98 | 105 | 107 | 107 | 113 | 112 | 100 | 98 | 94
CCCCCCCOc1c(OC)cc(C2CC(=O)Nc3c2c(C)nn3-c2nc3ccccc3[nH]2)cc1OC (configuration not stated) | 16 | -58* | -57* | 30 | 79 | -31* | 12 | -88* | -9.4*
O=C1CC(c2ccc(Cl)cc2)c2ncn(-c3cccc(Cl)c3)c2N1 (configuration not stated) | 50 | 36 | 48 | 63 | 77 | 36 | 68 | 33 | 58
O=[N+]([O-])c1ccc(OCc2ccccc2)c([N+](=O)[O-])c1 | 103 | 95 | 91 | 103 | 98 | 96 | 100 | 97 | 101
C=C(C)C(=O)O[C@H]1C[C@@]2(C)OC(=CC2=O)/C(C)=C\[C@H]2OC(=O)C(=C)[C@H]12 | 49 | 6.8* | 42 | -3.7* | . | 33 | -2.3* | -55* | 7.5*
Cc1ccc2c(c1)-c1nc3nnnn3nc1C(C)(C)O2 | 113 | 108 | 87 | 111 | 114 | 106 | 113 | 104 | 105
Cc1ccc2c(c1C)C(=O)C(=O)N2 | 104 | 106 | 124 | 114 | 108 | 104 | 85 | . | 107
CCOc1ccc(Nc2nc3ccccc3s2)cc1 | 110 | 87 | 116 | 113 | 121 | 106 | 94 | 113 | 108
O=C1C=Cc2ccccc2/C1=C/c1sc(=O)[nH]c1O | 94 | 107 | 111 | 108 | 106 | 108 | 86 | 104 | 98
c1ccc(Cc2nn[nH]n2)cc1 | . | 109 | 93 | 111 | 118 | 97 | 97 | 107 | 105
COc1cc(CC(=O)NO)cc(OC)c1OC | 103 | 95 | 96 | 112 | 100 | 87 | 105 | 102 | 106
O=C(CCN1C(=O)CCC1=O)Nc1ncc(Cc2cc(Cl)ccc2Cl)s1 | 101 | 99 | 100 | 113 | 105 | 92 | 94 | 98 | 98
CCCCS(=O)CCC(N)C(=O)O (configuration not stated) | 104 | 90 | 102 | 113 | 95 | 111 | 94 | 94 | 102
Cn1ccnc1C(=O)/C=C/c1ccc(C(=O)Nc2c(F)c(F)c(F)c(F)c2F)cc1 | 5.7* | -49* | 18 | 12 | -4.7* | 7.6* | 7.3* | -70* | 3.5*
O=C1NC2C=CC=CC2/C1=C1/SC(=S)N(C2CC(=O)N(c3ccc(Br)cc3)C2=O)C1=O (configuration not stated) | 94 | 91 | 109 | 98 | 99 | 101 | 77 | 94 | 96
NC(=O)Cc1c[nH]c2ccc(Br)cc12 | 106 | 107 | 104 | 104 | 101 | 105 | 99 | 97 | 102
C=CCOc1ccc2c(c1)CC[C@@H]1[C@@H]2CC[C@@]2(C)[C@H]1CC[C@]2(C)O | 110 | 75 | 95 | 121 | 95 | 93 | . | 76 | 86
O=[N+]([O-])c1c(O)c(CNCCCO)cc(CNCCCO)c1O | 105 | 100 | 106 | 132 | 106 | 91 | 89 | 95 | 118
COC(=O)[C@H](Cc1ccccc1)NC(=O)C1(C)CCC[C@]2(C)[C@H]3C[C@H]4C(C(C)C)=C[C@]3(CC[C@@H]12)[C@@H]1C(=O)CCC(=O)[C@@H]14 (some centres not stated) | 95 | 98 | 95 | 106 | 104 | 105 | 94 | 100 | 99
Cc1c(/C=C(\C#N)C(=O)Nc2c(C)n(C)n(-c3ccccc3)c2=O)c(=O)n2c([nH]c3ccccc32)c1C#N | 95 | 98 | 102 | 107 | 88 | 93 | 93 | 96 | 106
CCN1CCN(c2ccc(NC(=O)Nc3ccc4c(c3)CCN4c3ccnc(C(=O)NC)c3)cc2C(F)(F)F)CC1 | 83 | 71 | 19 | 99 | 105 | 84 | 94 | 50 | 98
